# High-throughput results deposited in PubChem by NMMLSC.
# RPL19A-GFP yeast = modulators of TOR pathway RPL19A-GFP in S. cerevisiae. S. cerevisiae RPL19A-GFP strain, flow cytometry, 3 h; active compounds read low. AID 2025. 330,000 compounds, 0.3% hits. percent response vs DMSO, % at 10 µM;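 active means percent response vs DMSO below 50%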;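 further: median channel GFP fluorescence of the barcoded RPL19A-GFP strain; ratio of sample median GFP to plate DMSO average so 100% = DMSO; lower means less RPL19A-GFP as with rapamycin TOR inhibition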
# GRK2 inh = human GRK2 inhibition via aptamer displacement; P25098; bead flow cytometry, FAM-aptamer displacement from GRK2; inhibition of aptamer binding, % at 10 µM; 330,000 compounds, 0.59% hits; AID 488847;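 active means inhibition of aptamer binding above 40%, roughly 3 SD of noise, on plates passing a quality check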;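 further: median bead fluorescence of bound FAM aptamer so fluorescent compounds give negative values; no value below 0 was filed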
# CIT2 TOR yeast = alters CIT2-GFP fluorescence in TOR pathway yeast screen; S. cerevisiae CIT2-GFP strain, flow cytometry, 3 h; 100 means same as DMSO wells; 320,000 compounds, 0.065% hits; GFP response vs DMSO, % at 10 µM;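 active means GFP response relative to DMSO above a set limit, near the screen mean plus 3 SD, cut at about 150% in these data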;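 further: ratio of well median GFP fluorescence to mean of DMSO wells on the plate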
# AGP1 TOR yeast = yeast TOR pathway AGP1-GFP modulation; GFP response vs DMSO, % at 10 µM; S. cerevisiae AGP1-GFP multiplex flow cytometry, 3 h; GFP as percent of DMSO wells; 320,000 compounds, 0.02% hits;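 active means GFP response relative to DMSO above a set limit, near screen average plus 3 SD, cut at about 150% in these data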;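 further: median GFP channel fluorescence of the gated AGP1 strain per well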
# CR mimetic SO = caloric restriction mimetics inhibiting age-related superoxide in yeast; superoxide response (% of plate mean), % at 10 µM; 330,000 compounds, 0.18% hits; S. cerevisiae aged cells, superoxide DHE fluorescence; active compounds read low; AID 2690;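 active means superoxide response under a set limit, about three screen SD below normal, cut at about 65% in these data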;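 further: yeast aged for seven days with compound at 30 °C before DHE staining; 100% = average MFI of all compound-treated wells on the plate with controls excluded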
# VLA-4 inh = inhibition in a human VLA-4 binding assay | P13612 | VLA-4 expressing cells, ligand binding flow cytometry | inhibition, % (about 7 µM as worked out from the volumes in the protocol) | 330,000 compounds, 0.2% hits | AID 2557; in the data active means inhibition above about 50%
# Target sequence (P13612 whole entry, looked up): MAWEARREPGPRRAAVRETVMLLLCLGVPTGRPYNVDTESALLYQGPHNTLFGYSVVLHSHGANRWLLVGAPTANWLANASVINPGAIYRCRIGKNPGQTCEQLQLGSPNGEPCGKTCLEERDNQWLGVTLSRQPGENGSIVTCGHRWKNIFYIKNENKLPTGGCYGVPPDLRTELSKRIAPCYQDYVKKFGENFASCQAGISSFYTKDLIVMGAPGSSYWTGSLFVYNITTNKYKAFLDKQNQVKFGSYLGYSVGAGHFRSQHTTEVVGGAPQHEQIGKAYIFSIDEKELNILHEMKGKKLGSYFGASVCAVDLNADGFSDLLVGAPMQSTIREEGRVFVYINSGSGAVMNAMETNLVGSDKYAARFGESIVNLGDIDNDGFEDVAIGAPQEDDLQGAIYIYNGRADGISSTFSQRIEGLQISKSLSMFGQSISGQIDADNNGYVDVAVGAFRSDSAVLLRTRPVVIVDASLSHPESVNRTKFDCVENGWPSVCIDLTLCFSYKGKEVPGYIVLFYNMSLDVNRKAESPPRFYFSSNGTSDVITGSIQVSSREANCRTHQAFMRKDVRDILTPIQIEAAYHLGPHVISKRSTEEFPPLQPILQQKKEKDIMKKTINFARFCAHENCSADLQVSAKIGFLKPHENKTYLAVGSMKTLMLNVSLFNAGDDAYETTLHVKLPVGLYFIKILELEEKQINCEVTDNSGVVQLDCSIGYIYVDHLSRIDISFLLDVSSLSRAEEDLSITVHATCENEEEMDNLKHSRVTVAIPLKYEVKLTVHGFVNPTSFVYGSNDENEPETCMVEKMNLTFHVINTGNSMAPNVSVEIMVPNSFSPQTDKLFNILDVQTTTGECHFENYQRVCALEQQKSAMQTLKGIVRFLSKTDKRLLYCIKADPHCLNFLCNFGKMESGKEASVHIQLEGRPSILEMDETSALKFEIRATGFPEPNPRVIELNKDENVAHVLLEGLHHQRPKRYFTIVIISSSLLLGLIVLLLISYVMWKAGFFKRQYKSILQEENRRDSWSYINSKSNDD
# LAP4-GFP MLPCN = alters LAP4-GFP fluorescence in TOR pathway yeast screen. S. cerevisiae LAP4-GFP multiplex, flow cytometry GFP, 3 h; median GFP as percent of DMSO wells. GFP response vs DMSO, % at 10 µM. 320,000 compounds, 0.34% hits;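 active means GFP response vs DMSO above a set limit, about the screen mean plus 3 SD, cut at about 150% in these data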
# MEP2 TOR yeast = alters MEP2-GFP fluorescence in TOR pathway yeast screen; S. cerevisiae MEP2-GFP strain, flow cytometry GFP, 3 h; 100% = DMSO control level; 330,000 compounds, 0.51% hits; GFP response vs DMSO, % at 10 µM; AID 2016;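 active means GFP response versus DMSO above a set limit, roughly screen mean plus 3 SD, cut at about 180% in these data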;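 further: median GFP fluorescence of the barcode-gated MEP2-GFP cells per well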
# Starred values were filed as active, the others as inactive; nt = not tested or not shown.
SMILES,RPL19A-GFP yeast,GRK2 inh,CIT2 TOR yeast,AGP1 TOR yeast,CR mimetic SO,VLA-4 inh,LAP4-GFP MLPCN,MEP2 TOR yeast
COc1ccc(CC(=O)Nc2ccc(-c3cn4ccc(C)cc4n3)cc2)cc1,100,1,100,102,110,-6,104,101
CCCCc1nc(SCC(=O)Nc2cc(C)on2)n[nH]1,95,1,94,94,82,23,96,104
Cc1ccc(S(=O)(=O)Nc2ccccc2F)cc1C(=O)N1CCN(c2ccccc2O)CC1,103,0,94,103,107,-1,105,102
CCN(CC(=O)Nc1ccccc1OC)C(=O)c1ccccc1Sc1ccccc1C#N,93,0,84,88,94,-12,92,86
CCCC(=O)c1ccc(N2CCN(S(=O)(=O)c3ccc(C)cc3)CC2)c(F)c1,97,0,100,98,106,7,106,105
CCCCCCNc1nc(Cl)nc(NC(C)(C)CO)n1,101,1,116,120,95,1,111,94
CN1CCN(C(=O)c2ccccc2N(Cc2ccccc2)S(=O)(=O)c2ccccc2)CC1,92,1,93,94,119,-1,91,90
CCOc1ccccc1N(CC(=O)Nc1ccccc1C(=O)NCc1ccco1)S(C)(=O)=O,117,0,78,83,92,6,82,93
COc1ccc(C=O)cc1COc1c(F)c(F)cc(F)c1F,101,0,nt,93,109,11,99,94
Nc1nonc1-c1nc2ccccc2n1Cc1ccccc1,97,0,98,92,95,1,93,103

# Reprinted from the part before: three compounds, followed by the next part.
SMILES,RPL19A-GFP yeast,GRK2 inh,CIT2 TOR yeast,AGP1 TOR yeast,CR mimetic SO,VLA-4 inh,LAP4-GFP MLPCN,MEP2 TOR yeast
CCOc1ccccc1N(CC(=O)Nc1ccccc1C(=O)NCc1ccco1)S(C)(=O)=O,117,0,78,83,92,6,82,93
COc1ccc(C=O)cc1COc1c(F)c(F)cc(F)c1F,101,0,nt,93,109,11,99,94
Nc1nonc1-c1nc2ccccc2n1Cc1ccccc1,97,0,98,92,95,1,93,103
CCOc1ccc(NC(=O)COc2ccc(C(=O)NCC3CCCO3)cc2OC)cc1 (stereo unspecified),99,2,104,108,119,13,107,105
Cc1nc(Nc2ccc3c(c2)OCCO3)c2nnn(Cc3ccccc3Cl)c2n1,97,0,95,102,97,-6,113,99
On1c(-c2ccc(Cl)cc2)nc2ccccc21,97,0,103,103,103,13,107,105
O=C(CN(C(=O)Cn1nnc(-c2cccs2)n1)c1cnc2ccccc2c1)NCC1CCCO1 (stereo unspecified),95,0,95,97,109,8,95,100
CCN1C(=O)c2ccc(C(=O)Nc3ncc(C)s3)cc2C1=O,100,0,94,103,106,2,110,99
NS(=O)(=O)c1ccc(CCNC(=O)c2cc(-c3ccccn3)nc3ccc(Br)cc23)cc1,97,4,104,103,102,-22,108,105
O=C(COC(=O)c1ccccc1O)Nc1ccc(S(=O)(=O)N2CCCCC2)cc1,94,1,93,94,94,7,96,100
CC(=O)O[C@H]1C(=O)[C@]2(C)[C@H]([C@H](OC(=O)c3ccccc3)[C@]3(O)C[C@H](OC(=O)[C@H](O)[C@@H](NC(=O)c4ccccc4)c4ccccc4)C(C)=C1C3(C)C)[C@]1(OC(C)=O)CO[C@@H]1C[C@@H]2O,102,0,95,91,95,4,88,95
O=c1[nH]c(CN2CCN(Cc3ccc4c(c3)OCO4)CC2)nc2ccccc12,84,0,88,89,106,-2,75,81
O=C1N(c2ccccc2C(F)(F)F)O[C@@]1(c1ccccc1)C1CCCC1,96,1,105,99,80,26,110,92
CC(NC(=O)CN1C(=O)NC2(CCCCC2C)C1=O)c1ccccc1 (stereo unspecified),107,1,102,110,90,3,101,107
O=S(=O)(c1ccc2c(c1)OCCO2)N1CCCN(S(=O)(=O)c2c(F)cccc2F)CC1,97,4,101,99,103,1,104,111
COc1ccccc1NC(=O)CCSc1nnc(-c2ccco2)o1,104,0,99,105,95,0,104,97
O=C(c1cc(S(=O)(=O)N2CCCCC2)c(Cl)cc1N1CCOCC1)N1CCOCC1,92,1,92,92,87,-1,93,98
COc1ccc(N2C(=O)[C@@H]3[C@H](C2=O)[C@H]2c4ccccc4C=CN2[C@@H]3C(=O)Nc2ccccc2)cc1,98,3,94,103,126,-41,101,103
COC(=O)CSc1nc(N)c2c3c(sc2n1)C(c1ccccc1)SC(c1ccccc1)C3 (stereo unspecified),100,7,87,93,121,-13,93,100
CCC(=O)Nc1ccc(/C(C)=N/NC(=O)c2c(-c3ccccc3Cl)noc2C)cc1,104,2,103,98,97,-18,93,106
Brc1ccccc1-c1nnc(-c2cccnc2)o1,101,3,92,102,95,-3,99,105
COCCn1c(SCC(=O)Nc2ccc(C(C)=O)cc2)nnc1-c1ccco1,101,0,102,106,97,8,99,107
CC(/C=C/c1ccco1)=N\NC(=O)c1cccnc1,102,0,95,98,120,25,103,105
CCCCC(=O)NC(=S)NNS(=O)(=O)c1ccccc1,101,0,99,101,105,-15,96,100
O=C(Oc1ccc(-c2cnc3ccccc3n2)cc1)c1cc([N+](=O)[O-])ccc1Cl,96,2,102,103,91,-3,100,110
COc1ccc(NC(=O)c2cc(-c3ccccn3)nc3c(C)cc(C)cc23)c(C)c1,101,1,104,94,114,-26,73,90
CN(C1CCS(=O)(=O)C1)S(=O)(=O)c1ccc(C2CCCCC2)cc1 (stereo unspecified),101,2,105,101,103,-3,101,104
COc1ccccc1NC(=O)C1CCCN(S(=O)(=O)c2ccc(-n3cnnn3)cc2)C1 (stereo unspecified),98,0,102,91,96,9,91,104
O=C(O)/C=C/C(=O)N1Cc2cc3ccccc3nc2C1,104,0,101,102,87,12,104,105
O=C(COc1ccc(/C=N/NC(=O)c2ccccc2O)cc1)Nc1ccc([N+](=O)[O-])cc1,102,0,108,98,91,-12,100,86
Cc1onc(-c2ccccc2Cl)c1C(=O)Nc1ccc2c(c1)OCO2,103,1,101,99,100,3,97,108
CCOc1ccc(S(=O)(=O)N2CCCCC2)cc1NC(=O)CN1CCCC1c1cccs1 (stereo unspecified),89,3,88,93,107,5,89,96
COc1ccc(C)cc1Nc1n[n+](-c2ccccc2)c(-c2ccc(SC)cc2)s1,96,0,102,101,98,36,99,103
COC(=O)c1cn(C(=O)c2cccc(Br)c2)c2ccccc12,97,0,92,105,101,1,111,96
COc1ccc(NC(=O)CSc2nncn2C)cc1OC,92,3,91,90,95,-2,89,94
COc1cc(F)cc(C2=CC(=O)C[C@H](c3ccc(F)cc3)C2)c1,99,1,98,96,95,0,97,98
COc1ccc(CN(C)C(=O)c2ccc3c(=O)n4c(nc3c2)CCC4)cc1,99,0,95,95,92,2,96,95
Cc1ccn2c(c1)nc(=O)c1cc(S(=O)(=O)N3CCCCC3)ccc12,98,0,95,99,102,1,99,102
O=C(CCS(=O)(=O)c1ccc(Br)s1)N1CCc2ccccc21,96,0,97,95,122,3,105,103
O=C1Cc2cc(S(=O)(=O)N3CCN(c4ccccc4)CC3)ccc2N1,103,1,77,80,110,16,90,96
CCOC(=O)Nc1ccc2c(c1)N(C(=O)OC)c1ccccc1CC2,95,0,92,34,96,5,97,169
COC(=O)CSc1cc(C)nc(NC(C)=O)n1,98,0,99,105,100,-5,87,94
CC(=O)c1cnc2c(-c3cccc(Br)c3)cnn2c1C,101,0,100,99,101,12,100,106
O=C(CCSc1nc(-c2ccco2)cc(C(F)(F)F)n1)N1CCN(c2ccccc2)CC1,97,4,115,104,103,18,98,89
CC(C)N(Cc1ccccc1)C(=S)NCCN1CCOCC1,89,0,87,87,102,8,87,91
O=C(c1n[nH]c(=O)c2ccccc12)N1CCN(Cc2ccc3c(c2)OCO3)CC1,97,0,110,106,108,14,108,103
COc1ccc(OCC(=O)NNC(=O)c2cccnc2)cc1,96,0,95,100,110,40,91,99
Cc1ccc(O)c(C2=Nc3ccccc3N=C(c3cccs3)C2)c1,101,0,107,103,98,10,98,112
c1ccc2c(c1)CCCC2C1=NCCN1 (stereo unspecified),100,1,85,94,100,31,126,104
COc1ccc(CCC(=O)NNC(=O)c2ccc(OC)cc2)cc1,100,0,102,95,83,3,100,102
Cc1ccc(NC(=O)c2cc(=O)[nH]c3ccc(S(=O)(=O)N4CCOCC4)cc23)nc1,101,1,99,104,97,0,107,103
COCCNc1nc2c(S(=O)(=O)c3cc(C)ccc3C)nnn2c2ccccc12,108,0,101,105,109,-3,91,105
COc1ccc(CCNC(=O)C(=O)NCc2ccccc2C)cc1OC,92,3,97,93,98,-4,100,90
# New compounds follow
SMILES,RPL19A-GFP yeast,GRK2 inh,CIT2 TOR yeast,AGP1 TOR yeast,CR mimetic SO,VLA-4 inh,LAP4-GFP MLPCN,MEP2 TOR yeast
CCCCOc1ccc(C(C)NC(=O)CCS(=O)(=O)Cc2ccccc2Cl)cc1 (stereo unspecified),100,0,93,101,106,nt,94,101
CCC(C(=O)NC1CCCC1)N(C(=O)Cn1nnc(-c2ccc(C)o2)n1)c1cnc2ccccc2c1 (stereo unspecified),100,0,105,102,94,6,100,105
COc1ccc(NC(=O)NS(=O)(=O)c2ccc(C)cc2)cn1,99,0,93,95,110,4,84,95
Cn1nccc1C(=O)N1CCCC(C(=O)c2ccc(Oc3ccccc3)cc2)C1 (stereo unspecified),97,3,95,101,115,-139,93,93
CC1(C)Cc2c(cnn2-c2ccccc2)-c2c1c1ccccc1n2CC(O)CCl (stereo unspecified),105,0,106,108,94,-15,118,102

# Grouped by structure: the compounds so far containing an aryl thioether with sulfur outside any ring (9)
SMILES,RPL19A-GFP yeast,GRK2 inh,CIT2 TOR yeast,AGP1 TOR yeast,CR mimetic SO,VLA-4 inh,LAP4-GFP MLPCN,MEP2 TOR yeast
CCCCc1nc(SCC(=O)Nc2cc(C)on2)n[nH]1,95,1,94,94,82,23,96,104
CCN(CC(=O)Nc1ccccc1OC)C(=O)c1ccccc1Sc1ccccc1C#N,93,0,84,88,94,-12,92,86
COc1ccccc1NC(=O)CCSc1nnc(-c2ccco2)o1,104,0,99,105,95,0,104,97
COC(=O)CSc1nc(N)c2c3c(sc2n1)C(c1ccccc1)SC(c1ccccc1)C3 (stereo unspecified),100,7,87,93,121,-13,93,100
COCCn1c(SCC(=O)Nc2ccc(C(C)=O)cc2)nnc1-c1ccco1,101,0,102,106,97,8,99,107
COc1ccc(C)cc1Nc1n[n+](-c2ccccc2)c(-c2ccc(SC)cc2)s1,96,0,102,101,98,36,99,103
COc1ccc(NC(=O)CSc2nncn2C)cc1OC,92,3,91,90,95,-2,89,94
COC(=O)CSc1cc(C)nc(NC(C)=O)n1,98,0,99,105,100,-5,87,94
O=C(CCSc1nc(-c2ccco2)cc(C(F)(F)F)n1)N1CCN(c2ccccc2)CC1,97,4,115,104,103,18,98,89

# Hits appear at their usual frequency; overall some 1.7% were active at least once.
